Screening data deposited in PubChem by Broad Institute.
C diff growth: blocks growth of Clostridium difficile | Clostridium difficile clinical isolate growth, OD600, 24 h; active compounds read low | growth activity, negative = inhibition, % at 16 µg/mL (by protocol) | 86,000 compounds, 0.25% hits | AID 1259249;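 active = mean growth activity at or below -80% and every replicate also at or below -80%; inconclusive = mean at or below -80% but some replicate above -80%; inactive = mean growth activity above -80%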;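 note: 0% = DMSO wells and -100% = levofloxacin 16 µg/mL wells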
Pf Dd2 inh: inhibitors of Plasmodium falciparum Dd2 growth | AID 1159554 | P. falciparum Dd2 growth, SYBR Green, 72 h; active compounds read low | activity change, % at 10 µM | 94,000 compounds, 2.3% hits; in the data active = activity change below about -80%; inconclusive = no clear call, values can overlap the other calls
T cruzi growth: T. cruzi proliferation inhibition. T. cruzi beta-gal in NIH3T3, GalScreen luminescence, 90 h. inhibition, % at 8.34 µM. 77,000 compounds, 5.9% hits;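 active = mean inhibition above about 93%, with at least 55% of replicates each passing it, limit read from the data, passing the limit was not always enough; inconclusive = only one of those two conditions holds; inactive = neither condition holds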
KDM4C inh: KDM4C (human) demethylase inhibition. 96,000 compounds, 0.15% hits. inhibition, % at 12.5 µM. GST-KDM4C 2-372, H3K9me3 peptide, LANCE TR-FRET;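 active = mean replicate inhibition above about 25%, with at least 55% of replicates also reaching it, limit read from the data, passing the limit was not always enough; inconclusive = only one of those two conditions met; inactive = neither condition met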
Target sequence (Q9H3R0 2-372 limits assumed): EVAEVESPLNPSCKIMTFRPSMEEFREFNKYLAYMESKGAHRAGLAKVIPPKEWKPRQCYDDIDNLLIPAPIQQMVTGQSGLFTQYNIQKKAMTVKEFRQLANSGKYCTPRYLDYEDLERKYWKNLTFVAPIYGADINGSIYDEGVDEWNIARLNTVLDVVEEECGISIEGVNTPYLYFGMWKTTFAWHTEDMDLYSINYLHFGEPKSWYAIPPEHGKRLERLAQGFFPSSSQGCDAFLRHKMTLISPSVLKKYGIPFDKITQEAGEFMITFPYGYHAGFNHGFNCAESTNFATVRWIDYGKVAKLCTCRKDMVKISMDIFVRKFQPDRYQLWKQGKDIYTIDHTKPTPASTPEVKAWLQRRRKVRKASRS
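Assay system: GST-GASC-1 enzyme fragment 2-372 | Amount: 10 nM enzyme | Medium: HEPES buffer, pH 7.5, plus ascorbate | Reagent: H3K9me3 peptide substrate, Fe(II), 2-oxoglutarate | Doses: Single-point compound screen | Incubation: 30 min demethylation and 1 h detection at room temperature | Measured by: LANCE TR-FRET, excitation 340 nm, emissions 618 and 671 nm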
* = called active by the depositor; ? = inconclusive; . = no result given.

Sample of the layout:
Compound	Pf Dd2 inh	T cruzi growth	C diff growth	KDM4C inh
CCCN1C[C@@H](C)[C@H](OC)CN(C)C(=O)c2ccc(NS(C)(=O)=O)cc2OC[C@@H]1C	.	-22.2	-4.4	1.1
C[C@H]1CCCCO[C@@H](CN(C)C)[C@@H](C)CN([C@@H](C)CO)C(=O)c2cc(NC(=O)Nc3ccc4c(c3)OCO4)ccc2O1	-8.7	24.3	5.8	3.2

The whole of this part, from the start:
Compound	Pf Dd2 inh	T cruzi growth	C diff growth	KDM4C inh
CCCN1C[C@@H](C)[C@H](OC)CN(C)C(=O)c2ccc(NS(C)(=O)=O)cc2OC[C@@H]1C	.	-22.2	-4.4	1.1
C[C@H]1CCCCO[C@@H](CN(C)C)[C@@H](C)CN([C@@H](C)CO)C(=O)c2cc(NC(=O)Nc3ccc4c(c3)OCO4)ccc2O1	-8.7	24.3	5.8	3.2
CCCC(=O)Nc1ccc2c(c1)C(=O)N(C)C[C@@H](OC)[C@H](C)CN(S(=O)(=O)c1cn(C)cn1)[C@@H](C)CO2	23.1	21.2	.	5.7
CCNC(=O)C[C@H]1CC[C@H]2[C@@H](COc3ccc(NC(=O)Nc4ccc(Cl)cc4)cc3C(=O)N2C)O1	-4.4	37.0	-5.9	-2.2
CN1c2ccc(Br)cc2[C@H]2[C@H](CCN2C(=O)CN2CCOCC2)[C@@H]1CO	40.0	38.3	2.8	3.4
C[C@H]1CN([C@@H](C)CO)C(=O)CCCn2cc(nn2)CO[C@@H]1CN(C)CC1CCCC1	11.0	-2.1	.	-0.3
C[C@H](O)C#Cc1ccc2c(c1)O[C@H](CN(C)C(=O)Nc1ccccc1)[C@H](C)CN([C@H](C)CO)S2(=O)=O	2.6	55.4	0.3	.
Cc1ccc(S(=O)(=O)Nc2ccc3c(c2)C(=O)N([C@@H](C)CO)C[C@H](C)[C@H](CN(C)S(C)(=O)=O)OCCCC[C@@H](C)O3)cc1	24.5	10.4	5.0	2.7

Following part.
Compound	Pf Dd2 inh	T cruzi growth	C diff growth	KDM4C inh
C[C@H](CO)N1C[C@H](C)[C@@H](CN(C)S(=O)(=O)c2ccc(F)cc2)Oc2c(NC(=O)c3ccncc3)cccc2C1=O	9.5	7.6	-1.2	2.7
CO[C@H]1CN(C)C(=O)c2ccc(NC(=O)C3CC3)cc2OC[C@H](C)N(C(=O)c2ccccn2)C[C@H]1C	-0.9	21.9	.	0.5
COC(=O)C[C@H]1C[C@@H]2c3cc(NS(=O)(=O)c4cccc(OC)c4)ccc3O[C@@H]2[C@@H](CO)O1	1.3	73.1	-0.2	.
COc1ccc(NC(=O)N(C)C[C@H]2Oc3ncc(C#CCN(C)C)cc3C(=O)N([C@@H](C)CO)C[C@@H]2C)cc1	31.2	.	-0.9	4.6
Cc1ccccc1S(=O)(=O)N1C[C@@H](O)COC[C@H]2O[C@@H](CC(=O)N3CCCCC3)CC[C@@H]21	-50.8	30.6	.	-0.6
OC[C@@H]1[C@H](c2ccc(-c3ccncc3)cc2)[C@@H]2CN(Cc3ccccn3)CCCCN12	25.0	87.3	1.1	0.0
C[C@@H]1CN([C@H](C)CO)C(=O)c2cccc(NC(=O)C3CC3)c2O[C@H]1CN(C)S(=O)(=O)c1ccccc1	-1.7	1.4	-2.0	2.0
CO[C@H](CN(C)C(=O)c1cc(Cl)cc(Cl)c1)[C@@H](C)CN(C(=O)Nc1ccc(F)cc1)[C@H](C)CO	-28.8	19.7	.	0.3

Carrying on.
Compound	Pf Dd2 inh	T cruzi growth	C diff growth	KDM4C inh
COc1ccc(S(=O)(=O)N(C)C[C@@H]2OCCCC[C@H](C)Oc3ccc(NS(=O)(=O)c4ccccc4)cc3C(=O)N([C@@H](C)CO)C[C@@H]2C)cc1	.	68.3	-8.4	0.3
COc1cccc(S(=O)(=O)Nc2ccc3c(c2)[C@H]2C[C@H](CC(=O)NCc4ccc(Cl)cc4)O[C@@H](CO)[C@H]2O3)c1	-2.7	145.7*	.	-6.3
C[C@@H]1CN([C@@H](C)CO)C(=O)c2cc(C3=CCCC3)cnc2O[C@@H]1CN(C)C(=O)c1ccncc1	25.8	-39.5	5.7	0.5
COc1cccc(NC(=O)N2[C@H](CNC(C)C)[C@H](c3ccccc3)[C@@H]2CO)c1	5.6	21.1	.	-0.6
C[C@@H]1CN([C@@H](C)CO)C(=O)c2cc(C#Cc3ccccn3)cnc2O[C@@H]1CN(C)C(=O)c1ccccn1	11.8	.	2.0	1.4
O=C(CN1CCOCC1)N1CC2(C1)[C@@H](c1ccccc1)[C@@H](CO)N2Cc1cccc(F)c1	1.8	.	0.2	0.1
C[C@H](CO)N1C[C@H](C)[C@@H](CN(C)C(=O)Cc2ccncc2)Oc2cc(C3=CCCCC3)ccc2S1(=O)=O	-77.2	88.3	2.7	-1.3
COCC(=O)N(C)C[C@H]1Oc2ncc(Br)cc2C(=O)N([C@@H](C)CO)C[C@@H]1C	31.2	.	-2.4	0.9

Continuation.
Compound	Pf Dd2 inh	T cruzi growth	C diff growth	KDM4C inh
C[C@@H]1CN([C@H](C)CO)C(=O)c2cccc(NC(=O)Nc3cccc4ccccc34)c2O[C@H]1CN(C)S(=O)(=O)c1cccs1	-11.3	39.3	.	0.1
O=C(Nc1cccc(F)c1)N[C@@H]1CC[C@@H](CCNS(=O)(=O)c2cccc(Cl)c2)O[C@@H]1CO	-76.6	120.7*	.	-1.6
CCC(=O)Nc1ccc2c(c1)OC[C@@H](C)N(Cc1ccccc1OC)C[C@@H](C)[C@@H](OC)CN(C)C2=O	-12.7	14.4	.	0.9
C[C@@H]1CN([C@H](C)CO)C(=O)c2cc(-c3ccc(C#N)cc3)cnc2O[C@@H]1CN(C)C(=O)CN(C)C	-30.1	13.3	10.6	0.4
C[C@H](CO)N1C[C@H](C)[C@H](CN(C)C(=O)NC2CCCCC2)Oc2ncc(-c3ccc(F)cc3)cc2C1=O	-16.3	-0.3	5.6	-0.4
C[C@@H]1CN([C@H](C)CO)C(=O)c2cc(NS(=O)(=O)c3cccs3)ccc2O[C@@H](C)CCCCO[C@H]1CN(C)C(=O)C1CCCCC1	-46.8	.	-15.9	6.0
C[C@@H]1CN([C@H](C)CO)C(=O)c2cc(C#CCc3ccccc3)cnc2O[C@H]1CN(C)C(=O)C1CCOCC1	-21.7	.	0.5	3.8
OC[C@H]1[C@H](c2ccc(-c3ccccc3F)cc2)[C@@H]2CN(Cc3ccncc3)CCCCN12	-16.9	105.7*	-7.9	2.4

Other entries.
Compound	Pf Dd2 inh	T cruzi growth	C diff growth	KDM4C inh
CS(=O)(=O)Nc1ccc2c(c1)[C@@H]1C[C@H](CC(=O)NCCc3ccccc3)O[C@H](CO)[C@@H]1O2	-30.3	-10.4	-1.3	0.0
CCCNC(=O)Nc1ccc2c(c1)OC[C@H](C)NC[C@H](C)[C@H](OC)CN(C)C2=O	.	6.4	-1.3	0.1
C[C@H](NC(=O)C[C@@H]1C=C[C@H](NC(=O)CN2CCOCC2)[C@@H](CO)O1)c1ccccc1	20.6	17.1	.	-0.9
O=C(C1CCC1)N1CCCCN2[C@@H](CO)[C@@H](c3ccc(-c4ccncc4)cc3)[C@@H]2C1	7.2	109.2*	-6.4	-0.7
COc1ccc(S(=O)(=O)Nc2ccc3c(c2)CC(=O)N([C@@H](C)CO)C[C@H](C)[C@@H](CN(C)C(=O)Nc2c(C)noc2C)O3)cc1	16.5	5.7	-5.6	2.1
Cc1noc(C)c1S(=O)(=O)Nc1ccc2c(c1)CC(=O)N([C@@H](C)CO)C[C@@H](C)[C@H](CN(C)C(=O)Nc1cccc3ccccc13)O2	-34.3	7.3	-11.5	1.8
O=C(Nc1cc(F)ccc1F)N1CC(=O)N2[C@H](C1)[C@@H](c1ccc(-c3cccc(F)c3)cc1)[C@@H]2CO	-25.6	.	-4.4	-0.5
Cc1ccccc1-c1ccc([C@H]2[C@H](CO)N3CCCCN(C(=O)Nc4cccc(F)c4)C[C@@H]23)cc1	-8.9	80.0	46.8	.

(continued)
Compound	Pf Dd2 inh	T cruzi growth	C diff growth	KDM4C inh
CCNC(=O)[C@H]1[C@H](CO)[C@H]2Cn3c(ccc(-c4ccccc4)c3=O)[C@H]2N1C(=O)Cc1cccnc1	1.1	25.5	2.6	0.7
C[C@H]1CN([C@@H](C)CO)C(=O)c2cccc(NC(=O)CCCCCC(=O)Nc3ccccc3N)c2O[C@@H]1CN(C)C(=O)Nc1ccc(C(F)(F)F)cc1	-82.0*	.	-2.6	2.0
C[C@H](CO)N1C[C@H](C)[C@@H](CN(C)S(C)(=O)=O)Oc2ccc(NS(=O)(=O)c3cn(C)cn3)cc2CC1=O	-2.4	-0.1	-9.8	4.6
O=C(c1ccncc1)N1CCCCN2[C@@H](CO)[C@@H](c3ccc(-c4ccccc4)cc3)[C@@H]2C1	35.8	35.4	-5.6	-1.6
O=C(Cc1cccnc1)N1CC2(C1)[C@H](c1ccccc1)[C@@H](CO)N2C(=O)C1CCC1	17.8	.	3.2	-0.1
Cc1ccc(S(=O)(=O)Nc2ccc3c(c2)C(=O)N([C@H](C)CO)C[C@H](C)[C@H](CN(C)C(=O)NC(C)C)OCCCC[C@@H](C)O3)cc1	42.1	3.3	-13.8	-1.0
CCCN(C)C[C@@H]1Oc2cc(C#CC(C)(C)O)ccc2S(=O)(=O)N([C@H](C)CO)C[C@@H]1C	-34.1	-2.0	0.1	0.8
C[C@H](O)C#Cc1ccc2c(c1)O[C@@H](CN(C)C(=O)C1CC1)[C@H](C)CN([C@H](C)CO)S2(=O)=O	2.0	-20.8	.	3.1

More compounds
Compound	Pf Dd2 inh	T cruzi growth	C diff growth	KDM4C inh
C[C@@H]1CN([C@H](C)CO)C(=O)c2cccc(NC(=O)C3CC3)c2O[C@H]1CN(C)C(=O)Nc1cccc2ccccc12	-14.6	44.6	-3.4	0.6
C[C@@H]1CCCCO[C@H](CN(C)C(=O)C2CCCCC2)[C@H](C)CN([C@@H](C)CO)C(=O)c2cc(NC(=O)Nc3ccc(C(F)(F)F)cc3)ccc2O1	-59.1	118.0*	13.2	0.2
COc1ccc(C#Cc2cnc3c(c2)C(=O)N([C@H](C)CO)C[C@@H](C)[C@@H](CN(C)C(C)=O)O3)cc1	-0.3	76.7	-2.1	-0.3
C[C@@H]1CN([C@@H](C)CO)C(=O)Cc2cc(NC(=O)Nc3ccccc3)ccc2O[C@H]1CN(C)C(=O)Nc1ccc(C(F)(F)F)cc1	-9.7	7.0	-7.9	-1.9
CO[C@@H]1CN(C)C(=O)c2ccc(NC(=O)Cc3ccccc3)cc2OC[C@H](C)N(C(C)=O)C[C@@H]1C	-16.3	13.1	.	2.8
Cc1noc(C)c1NC(=O)N(C)C[C@@H]1Oc2cc(C#CCC3CCCC3)ccc2S(=O)(=O)N([C@@H](C)CO)C[C@H]1C	-11.0	.	4.1	-0.5
Cc1ccccc1S(=O)(=O)N1[C@@H](C#N)[C@@H](c2ccccc2)[C@@H]1CO	16.8	-11.2	2.1	0.5
C[C@@H]1CN([C@@H](C)CO)C(=O)Cc2cc(NS(=O)(=O)c3ccccc3)ccc2O[C@H]1CN(C)C	4.0	.	1.4	0.0

(further entries)
Compound	Pf Dd2 inh	T cruzi growth	C diff growth	KDM4C inh
CCNC(=O)C[C@H]1C=C[C@@H](NS(=O)(=O)c2ccc(C)cc2)[C@@H](CO)O1	-7.2	40.0	1.7	-2.6
COc1ccc2c3c(n(C)c2c1)[C@@H](CO)N(C(=O)c1ccncc1)CC31CCN(CC2CC2)CC1	23.4	.	-2.9	2.2
O=C(C[C@H]1C=C[C@@H](NC(=O)c2cccnc2)[C@H](CO)O1)NCCN1CCCCC1	-59.7	-54.1	-1.9	-2.2
COc1ccc(CN(C)C[C@H]2Oc3ccc(NC(=O)C4CCCCC4)cc3C(=O)N([C@@H](C)CO)C[C@@H]2C)cc1	17.5	10.5	-2.1	-0.6
COCC#Cc1cnc2c(c1)C(=O)N([C@@H](C)CO)C[C@H](C)[C@@H](CN(C)C(=O)Nc1ccccc1F)O2	-3.6	62.5	4.0	0.8
COC(=O)N(C)C[C@H]1OCc2cn(nn2)CCCC(=O)N([C@@H](C)CO)C[C@H]1C	-6.2	?	-0.9	0.6
CCN(C[C@H]1N[C@H](CO)[C@H]1c1ccc(-c2ccccc2)cc1)C(=O)COC	1.7	53.2	-8.7	-2.3
COc1ccc(-c2ccc([C@H]3[C@@H](C#N)N(C(=O)c4cccnc4)[C@@H]3CO)cc2)cc1	-9.5	9.1	4.9	-1.3
COc1ccc2c3c([nH]c2c1)[C@H](CO)N(C(=O)NC(C)C)CC31CCN(C(=O)c2cccnc2)CC1	-3.8	.	3.2	0.3

3 entries already listed, sorted by molecular weight, rising:
Compound	Pf Dd2 inh	T cruzi growth	C diff growth	KDM4C inh
CCN(C[C@H]1N[C@H](CO)[C@H]1c1ccc(-c2ccccc2)cc1)C(=O)COC	1.7	53.2	-8.7	-2.3
COCC#Cc1cnc2c(c1)C(=O)N([C@@H](C)CO)C[C@H](C)[C@@H](CN(C)C(=O)Nc1ccccc1F)O2	-3.6	62.5	4.0	0.8
COc1ccc(CN(C)C[C@H]2Oc3ccc(NC(=O)C4CCCCC4)cc3C(=O)N([C@@H](C)CO)C[C@@H]2C)cc1	17.5	10.5	-2.1	-0.6
